AmpC inh det = blocks E. coli AmpC beta-lactamase in presence of detergent; Potency, µM (titrated, usually from 28.7 µM), without a hit: at the top dose activity change, negative = inhibition; P00811; purified AmpC, nitrocefin hydrolysis with detergent; 71,000 compounds, 0.09% hits; active = well fitted curve in the direction sought with a large enough effect
Target sequence (P00811 whole entry, looked up): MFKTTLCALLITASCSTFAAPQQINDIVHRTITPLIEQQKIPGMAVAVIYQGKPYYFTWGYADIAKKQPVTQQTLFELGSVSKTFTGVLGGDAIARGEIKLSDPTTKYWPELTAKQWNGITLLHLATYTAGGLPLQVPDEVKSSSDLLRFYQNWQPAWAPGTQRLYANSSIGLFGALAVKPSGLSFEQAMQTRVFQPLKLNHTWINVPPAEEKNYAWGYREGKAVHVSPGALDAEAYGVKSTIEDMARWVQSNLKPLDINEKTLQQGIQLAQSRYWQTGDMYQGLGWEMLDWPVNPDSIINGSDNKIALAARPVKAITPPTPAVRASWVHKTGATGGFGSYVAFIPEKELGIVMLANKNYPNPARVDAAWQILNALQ
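E. coli AmpC (5.3 nM) in 20 mM phosphate pH 7.0 with 0.01% Triton X-100, preincubated 15 min RT with compound; nitrocefin (2 uL of 800 uM stock) hydrolysis followed by 480 nm absorbance every 20 s over 4 min.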
Numbers without * were called inactive; & = joins results of further samples; [ ] = remark or other dose. % is scaled to controls: 0 for no effect and ±100 for the full control effect; potency is read from the fitted curve at half-maximal effect.

SMILES	AmpC inh det
COc1cccc(C(=O)NCc2ccccc2OC)c1	3.1%
CCOc1ccc(C2CC(c3cccc(OC)c3)Nc3nc(N)nn32)cc1 (configuration not stated)	10.2%
O=c1cc(C(F)(F)F)c2sc(N3CCCCC3)nc2[nH]1	-3.8%
COc1ccc(CN(C(=O)c2snc(C(N)=O)c2N)C(C(=O)NC(C)(C)C)c2ccco2)cc1 (configuration not stated)	-1.1%
CCOC(=O)c1cc(-c2ccccc2)n(CC(=O)N2CCCC2)c1C	5.2%
CC1CCCCN1Cc1nc2c(c(=O)n(C)c(=O)n2C)n1CCCc1ccccc1 (configuration not stated)	27.2%
O=C(Nc1cccnc1)Nc1ccc(Br)cc1Cl	1.6%
CC1C(c2ccccc2)=[N+]([O-])C2(CCCC2)N1O (configuration not stated)	11.5%
COC(=O)c1ccccc1NC(=O)Nc1nnc(N2CCCCC2C)s1 (configuration not stated)	11.6%
Cc1ccc2c(c1)C1CN(C)CCC1N2C(=O)c1ccco1 (configuration not stated)	-2.4%
Cc1nc(C)c(C(=O)Nc2nc3c(C)cccc3s2)o1	-8.3%
Clc1ccc(C(c2nnnn2C2CCCC2)N2CCN(Cc3ccncc3)CC2)cc1 (configuration not stated)	6.2%
O=C(Cc1ncn[nH]1)NCCc1ccccc1	9.7%
NC(=O)c1cc(Br)cc2c3c([nH]c12)CCCC3	10.0%
COc1ccc2[nH]c(=O)c(CNC3CCCCC3)cc2c1	12.9%
CCCSC1=C(C#N)C(c2ccccc2C)C(C(=O)OC)C(=O)N1 (configuration not stated)	10.6%
CCCCn1c(O)c(C=NC2CCCCC2N)c(=O)[nH]c1=O (configuration not stated)	-4.0%
O=C(O)c1cccc2[nH]c(C(F)(F)F)nc12	13.3%
N#CCc1ccc(NS(=O)(=O)c2ccc(N3CCCC3=O)cc2)cc1	3.6%
COC(=O)CN1C(=O)C2(OCCCO2)c2ccccc21	0.2%
CCS(=O)(=O)N1CCC(NC(=O)c2ccco2)CC1	-2.3%
Cc1ncc[nH]1	-1.9%
Cc1ccc(-c2cc(C(=O)Nc3c(C)n(C)n(-c4ccccc4)c3=O)[nH]n2)c(O)c1	-1.6%
Oc1c(CN2CCN(c3ccccc3)CC2)cc(Br)c2cccnc12	-6.7%[5.75 µM]
Nc1ccc([N+](=O)[O-])cc1O	7.3%
CC(C)N1C(=O)CCC1C(=O)N1CCN(c2ccccn2)CC1 (configuration not stated)	3.9%
CCOC(=O)C1=C(N)OC2=C(C(=O)CCC2)C1c1ccco1 (configuration not stated)	13.6%
CN(CC(=O)O)S(=O)(=O)c1cccs1	12.2%
CCc1ccccc1OCCCCN1CCCC1	-4.7%
C=CCn1c(-c2c[nH]c3ccccc23)n[nH]c1=S	-3.1%
N#Cc1ccc(CN2CC3(CCN(C(=O)c4cnccn4)CC3)C2)cc1	-1.3%
c1ccc2c(c1)OC[C@@H](C1=NCCN1)O2	2.2%
O=C(CCCOc1ccccc1)N1CCc2ccccc2C1	-3.6%
CCOC(=O)N1CCN(C(=O)c2ccc(N3CCCC3=O)cc2)CC1	-3.7%
NCc1ccc(C(=O)O)cc1	-5.0%[5.75 µM]
COc1ccccc1CNC(=O)CCCNS(=O)(=O)c1cccc2nsnc12	-1.2%
CC[C@H]1C2=C3C(CC[C@H]4C(OC)OC[C@](C)([C@@H]34)N(C(=O)OC(C)(C)C)C2)C(CO)C1CO (some centres not stated)	4.8%
COc1ccc(CCNC(=O)c2oc3ccc(S(=O)(=O)N4CCOCC4)cc3c2C)cc1OC	-3.9%
COC(=O)[C@@]1(Cc2ccc(F)cc2)[C@H]2c3cc(C(=O)N4CCCC4)n(Cc4ccc(Cl)c(C(F)(F)F)c4)c3C[C@H]2CN1C(=O)c1ccccc1	3.4%
O=C(CSC1=NCCS1)N1CCCC1	-2.9%
Cc1ccc(-c2ccc(=O)n(CC(=O)NCCN3C(C)CCCC3C)n2)cc1 (configuration not stated)	-1.6%
c1ccc(CCNc2ncnc3c2nnn3Cc2ccccc2)cc1	-3.7%
CCc1cc2c(N3CCCCC3)ncnc2s1	-2.8%
O=C(NC1CCCCC1)C1CCN(c2cnccn2)CC1	8.8%
CCOC(=O)CSc1nnc(-c2ccc(OC)cc2)n1CC	-0.5%

2 consecutive entries from above, for reference:
SMILES	AmpC inh det
N#Cc1ccc(CN2CC3(CCN(C(=O)c4cnccn4)CC3)C2)cc1	-1.3%
c1ccc2c(c1)OC[C@@H](C1=NCCN1)O2	2.2%

Some of the entries above in another layout:
SMILES | AmpC inh det
CCOC(=O)N1CCN(C(=O)c2ccc(N3CCCC3=O)cc2)CC1 | -3.7%
NCc1ccc(C(=O)O)cc1 | -5.0%[5.75 µM]
COc1ccccc1CNC(=O)CCCNS(=O)(=O)c1cccc2nsnc12 | -1.2%

Reformatted: results already given.
SMILES,AmpC inh det
NCc1ccc(C(=O)O)cc1,-5.0%[5.75 µM]
COC(=O)c1ccccc1NC(=O)Nc1nnc(N2CCCCC2C)s1 (configuration not stated),11.6%
O=C(O)c1cccc2[nH]c(C(F)(F)F)nc12,13.3%
CCOc1ccc(C2CC(c3cccc(OC)c3)Nc3nc(N)nn32)cc1 (configuration not stated),10.2%
Cc1ncc[nH]1,-1.9%

The list continues:
SMILES	AmpC inh det
O=C(c1ccco1)N1CCN(Cc2cccc(F)c2)CC1	-4.2%
c1cncc(-c2cncnc2NCc2cccs2)c1	9.5%
COc1ccccc1C(=O)Nc1nnn(C)n1	6.7%
CC12CCC(C(=O)NC3CCCC3)(CC1=O)C2(C)C (configuration not stated)	-2.8%
COC(=O)C1=CCCN(C)C1	2.0%[12.8 µM]
COc1ccc(OC)c(-c2csc3nnc(SCC(=O)Nc4ccc(NC(C)=O)cc4)n23)c1	-0.2%
Cc1cc(C)n(-c2ccc(C(=O)Nc3ccc4c(c3)OCCO4)cc2)n1	12.5%
COC(=O)c1cc2c(s1)-c1ccccc1OC2	3.7%
CC(C)CN1CC[C@@]2(CCCN(C(=O)c3cnccn3)C2)C1	-1.9%
COc1cccc(NC(=O)N2CCCC2C(=O)NC2CC2)c1 (configuration not stated)	-0.6%
O=C(c1cccc2cccc(O)c12)N1CCCCC1	-1.6%
COc1ccc(C(=O)NCC(=O)O)cc1	-4.8%
COc1ccc(C2N=C(c3ccccc3)C(C)(C)N2O)cc1OC (configuration not stated)	-2.0%
CCc1ccccc1NC(=O)CSc1ncn[nH]1	-0.5%
CCC1Oc2ccc(C)cc2N(CC(=O)N(Cc2cccnc2)Cc2ccc(C)o2)C1=O (configuration not stated)	8.9%
Cc1ccc(Cl)cc1NC(=O)COC(=O)C1CCCC1	-3.4%
CCOC(=O)Nc1ccc2c(CN3C(=O)NC4(CCCC4)C3=O)cc(=O)oc2c1	-3.7%
Cc1csc2ncc(C(=O)Nc3ccon3)c(=O)n12	-2.7%
COc1ccc(C(C(=O)NC2CCCC2)N(C(=O)c2ccco2)c2ccc3c(c2)OCO3)cc1OC (configuration not stated)	8.6%
O=C(CSc1nnc(-c2ccco2)n1CC1CCCO1)c1ccc(F)cc1 (configuration not stated)	-2.6%
Cc1cc(C)c(NC(=O)NC(=O)c2cccc(F)c2)c(C)n1	17.5%
COc1ccc(NC(=O)CSc2nnc(-c3cccnc3)n2Cc2ccco2)c(OC)c1	-1.3%
COC1=CC(=O)OC12CCCCC2	4.8%
CCOC(=O)N1CCC(Nc2ccc3nnc(-c4ccccc4)n3n2)CC1	10.1%
COC(=O)[C@@]1(Cc2ccc(OC)cc2)[C@H]2c3cc(C(=O)N(C)C)n(Cc4cc(F)c(F)c(F)c4)c3C[C@H]2CN1C(=O)c1ccccc1	1.1%
CCOC(=O)c1cn(-c2ccccc2)nc1-c1ccncc1	-1.8%
O=C(Cn1cccc1C(=O)c1ccccc1)NCCCN1CCOCC1	16.9%
Cc1ccccc1C(=O)c1cccn1CC(=O)N1CCCCCC1	12.8%
CN1CCC(=C2c3ccccc3C=Cc3ccccc32)CC1	-1.9%
NCOC(=O)Cc1ccc(Br)cc1	-9.0%[5.75 µM]
O=C(NCCO)c1cc2ccccc2cc1O	-2.3%
O=C(C1CCCC1)N(c1ccccc1)C1C=CS(=O)(=O)C1 (configuration not stated)	-0.3%
[N-]=[N+]=CC(=O)CC(c1ccccc1)N1C(=O)c2ccccc2C1=O (configuration not stated)	12.9%
COc1ccc(CCC(=O)NCc2cn3ccsc3n2)cc1	-3.6%
COc1ccc(OC)c(C(c2nnnn2C2CCCC2)N2CCN(c3ccc(F)cc3)CC2)c1 (configuration not stated)	8.0%
Cc1ccc(/C(O)=C2/C(=O)C(=O)N(CCN3CCOCC3)C2c2ccccn2)cc1 (configuration not stated)	-0.1%
Nn1c(CN2CCCCC2)nc2ccccc2c1=O	-3.9%
CCOc1cc(-c2nc(-c3ccncc3)no2)cc(OCC)c1OCC	10.0%
N#Cc1c(NC(=O)CSc2ncn[nH]2)sc2c1CCCCC2	-1.9%
O=C(O)C1CC=CCC1C(=O)Nc1cccc(Cl)c1 (configuration not stated)	1.1%
COc1ccc(-n2c(NC(=O)c3ccco3)c(C#N)c3nc4ccccc4nc32)cc1	-4.3%
CCCNC(=O)N1CCN(c2nc(C(C)C)c3c(c2C#N)CC(C)(C)OC3)CC1	7.8%
CCOC(=O)c1nnc2ccnn2c1N	1.6%
COc1cccc(-c2nc(CS(=O)CC(=O)O)c(C)o2)c1 (configuration not stated)	11.5%
CCCCC(CC)C(=O)O (configuration not stated)	9.0%
CC[N+](CC)(CC)CC(=O)Nc1c(C)cccc1C	-3.2%&-1.3%
O=C(Cc1ccccc1)NCCn1ccc2ccccc21	10.6%
COCCCNC(=O)Cn1nnc(-c2ccccc2NC(=O)c2ccc(F)cc2)n1	0.4%
O=c1c2ccccc2nc2c3ccccc3ncn12	13.6%
CS(=O)(=O)c1ccc(CNC(=O)[C@H]2C[C@@H]2[C@H](NP(=O)(c2ccccc2)c2ccccc2)c2ccccc2)cc1	-1.3%
O=C(NCCN1CCOCC1)C1CCN(S(=O)(=O)N2CCCCC2)CC1	-2.1%
C(=C/c1ccccc1)/CN1CCN(C(c2ccccc2)c2ccccc2)CC1	0.6%[12.8 µM]
CC(C)C(NC(=O)c1cccs1)c1nnc(SCC(=O)Nc2nccs2)n1C (configuration not stated)	-6.4%
Cc1nc(NC(=O)CN2CCOCC2)sc1-c1ccccc1	-1.1%
CC(C)(c1ccc(OC[C@@H]2CO2)cc1)c1ccc(OC[C@H]2CO2)cc1	0.1%
O=C(Nc1ccc(Cc2ccncc2)cc1)c1ccc(Br)o1	-4.4%
CCc1[nH]nc2c1C1(C(=O)N(Cc3ccccc3)c3ccccc31)C(C#N)=C(N)O2 (configuration not stated)	-1.9%
COc1ccc(OC)c(CCNC(=O)CC2Oc3ccccc3NC2=O)c1 (configuration not stated)	10.4%
CCOc1ccc2[nH]c(=O)c(CN(Cc3ccco3)Cc3nnnn3Cc3ccccc3)cc2c1	-4.0%
COCCn1c(=O)cnc2cnc(N(C)C)nc21	-1.0%

Further compounds
SMILES	AmpC inh det
CCN1CCN(C(=O)C(C)N(c2ccc(C)cc2)S(C)(=O)=O)CC1 (configuration not stated)	8.4%
CCCn1c(SCC(=O)Nc2nc(C)cs2)nnc1-c1cccnc1	12.8%
O=c1cc(CSc2nnnn2-c2ccccc2)nc2nc[nH]n12	-2.7%
CCN(CC)C(=O)N[C@H]1C[C@H]2c3cccc4[nH]cc(c34)C[C@@H]2N(C)C1	-2.3%
O=C(NCc1cn2ccsc2n1)c1cccc(C(F)(F)F)c1	-2.4%
CCOC(=O)CSc1nnc(CSc2nc3ccccc3c(=O)[nH]2)n1-c1ccccc1	-8.6%
CCOC(=O)c1[nH]c(C)c(C(=O)NC2CCCCCC2)c1C	-5.0%
Cc1ccc(N(CC(=O)Nc2ccc(S(=O)(=O)N3CCOCC3)cc2)S(C)(=O)=O)cc1C	-0.1%
COc1ccc(Cl)c(Cn2c(NCCCO)nc3c2c(=O)n(C)c(=O)n3C)c1	-2.8%
Fc1ccc(-c2cc3nc(-c4ccccc4)cc(N4CCOCC4)n3n2)cc1	-2.7%
Cc1cc(C)c2nc(C(F)(F)F)nc(N3CC(C)OC(C)C3)c2c1 (configuration not stated)	-0.2%
O=C(Nc1ccccc1N1CCN(c2ccc(F)cc2)CC1)c1ccccc1	3.6%
O=c1cc(O)nc(SC23CC4CC(CC(C4)C2)C3)[nH]1	1.0%
O=C(O)CCCCCC[C@@H]1C(=O)NC(=O)N1CC[C@@H](O)C1CCCCC1	-1.5%
CCN(CC)Cc1c[nH]c2c(C(=O)OC)cccc12	11.4%
O=C(O)c1cccnc1-c1ncccc1C(=O)O	8.9%
COc1cc(C(=O)Nc2ccc(OCC(=O)O)cc2)cc(OC)c1OC	7.2%
NC(=O)C1CC(O)CN1c1nc(CN2CCOCC2)nc2scc(-c3ccccc3)c12 (configuration not stated)	-0.6%
Cc1ccc(CNC(=O)[C@H](C)[C@@H]2C[C@@]2(C)[C@@H](NC(=O)OCc2ccccc2)c2ccccc2)c(F)c1F	4.2%
Cc1cc(NC(=O)COc2ccc(N(C)S(=O)(=O)c3ccccc3)cc2)no1	-0.5%
CC(C)C[C@@H](CC(=O)N[C@H](CC(=O)N[C@@H]1CCNC[C@H]1C(=O)N[C@H](CC(=O)N[C@@H](CCC(=O)O)CC(=O)O)Cc1c[nH]c2ccccc12)C(C)C)NC(=O)[C@@H]1CNCC[C@H]1N	-1.6%
O=C(NC1CCCCC1)C(c1ccccc1)N1CCOCC1 (configuration not stated)	12.6%
CN1C(=O)CC(N2CCC(C(N)=O)(N3CCCCC3)CC2)C1=O (configuration not stated)	-2.7%
COc1ccc(NC(=O)c2cc(C(C)C)on2)c(OC)c1	2.8%
Cc1ccc(Cn2ccc(NC(=O)c3cc(C(C)C)on3)n2)cc1	3.4%
Cc1ccccc1-c1nnc(SCC(=O)Nc2cccc(C)c2C)o1	-0.8%

A portion of the library; the hit share may differ from the screen's.
